From PubChem BioAssay
TrxR1 substrate – substrates of rat thioredoxin reductase 1 | actives 0.01% (n = 390,000) | Potency, µM (highest dose often 114 µM), inactives show top-dose activity change, negative = substrate turnover | O89049 | purified TrxR1 substrate turnover, NADPH consumption readout; note: % is set by controls: 0 for no effect and ±100 for the full control effect; nearly all actives have a fitted effect of over 50% in size
Target sequence (O89049 whole entry, looked up): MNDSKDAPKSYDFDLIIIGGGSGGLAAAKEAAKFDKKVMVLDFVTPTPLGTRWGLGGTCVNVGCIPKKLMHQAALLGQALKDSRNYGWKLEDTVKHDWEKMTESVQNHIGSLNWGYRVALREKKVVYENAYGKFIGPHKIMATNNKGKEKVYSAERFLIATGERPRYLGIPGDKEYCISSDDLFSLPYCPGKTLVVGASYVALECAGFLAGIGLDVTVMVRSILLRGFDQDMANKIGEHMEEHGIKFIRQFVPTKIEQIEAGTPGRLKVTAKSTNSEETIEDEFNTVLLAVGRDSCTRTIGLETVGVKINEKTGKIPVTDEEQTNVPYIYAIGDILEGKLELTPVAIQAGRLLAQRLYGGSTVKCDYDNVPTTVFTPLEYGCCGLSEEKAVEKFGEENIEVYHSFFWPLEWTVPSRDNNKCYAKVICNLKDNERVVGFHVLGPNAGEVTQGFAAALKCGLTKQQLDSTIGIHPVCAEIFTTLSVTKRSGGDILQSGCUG
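Rat TrxR1, dispensed at 90 nM, was prereduced with 400 uM NADPH (final) for 5 min at ~22 deg C, then incubated with compound 15 min before 400 uM selenite. A first-read NADPH fluorescence drop versus no-compound background flagged substrates.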
USP1 inh – inhibitors of human USP1/UAF1 deubiquitinase. recombinant USP1/UAF1, Ub-Rhodamine cleavage fluorescence. Potency, µM (highest dose often 57.1 µM), without a hit: top-dose activity change, negative = inhibition, most hits filed as inhibitors. O94782. AID 743255. actives 0.23% (n = 390,000); note: % is set by controls: 0 for no effect and ±100 for the full control effect; nearly all actives have a fitted effect of over 60% in size; inactives centre near -12
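USP1/UAF1 complex at 1 nM was preincubated with compound for 15 min at room temperature, then Ub-Rho substrate (150nM final) was added. Fluorescence (480/540 nm) was read kinetically, 6 reads every 60 seconds.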
mIDH1 inhibitor – blocks human mutant IDH1 R132H enzyme; Potency, µM (highest dose often 76.6 µM), for inactives: at the highest dose activity change, negative = inhibition, hits mostly inhibitors; IDH1-R132H enzyme, NADPH consumption, diaphorase/resazurin fluorescence; actives 0.093% (n = 390,000); note: % is set by controls: 0 for no effect and ±100 for the full control effect; nearly all actives have a fitted effect of over 65% in size
Target sequence (O75874 whole entry R132H, stated change not applied): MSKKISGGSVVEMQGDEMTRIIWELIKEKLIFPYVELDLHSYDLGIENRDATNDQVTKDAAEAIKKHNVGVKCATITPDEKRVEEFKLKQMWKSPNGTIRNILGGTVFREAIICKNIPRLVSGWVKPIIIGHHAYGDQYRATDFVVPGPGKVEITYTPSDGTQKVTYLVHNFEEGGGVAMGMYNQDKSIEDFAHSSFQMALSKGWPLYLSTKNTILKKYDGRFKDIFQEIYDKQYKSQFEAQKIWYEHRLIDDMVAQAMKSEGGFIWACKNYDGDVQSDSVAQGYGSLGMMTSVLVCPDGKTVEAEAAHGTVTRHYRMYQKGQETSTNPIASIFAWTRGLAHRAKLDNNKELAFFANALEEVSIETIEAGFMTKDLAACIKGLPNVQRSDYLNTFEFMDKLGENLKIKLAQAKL
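IDH1-R132H (0.5 ug/mL) preincubated 30 min with compound, then NADPH (0.016 mM) and alpha-KG (2 mM) added; 80 min at RT, pH 7.5. Remaining NADPH coupled via diaphorase/resazurin to fluorescence (540/590 nm); concentration-response curves normalized to no-enzyme control.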
Vif-APOBEC3F blk – Vif-A3F binding inhibition; HeLa A3F-eYFP + Vif (tagged APOBEC3F with the HIV-1 protein that degrades it), YFP fluorescence increase; Potency, µM (doses to about 46.1 µM), without a hit: at the top dose activity, negative = active; actives 0.2% (n = 390,000); AID 602313; note: % of control where 0% means no effect; nearly all actives have a fitted effect of over 65% in size
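Fluorescence increase (Ex 488/Em 500-530) after overnight compound treatment at 37 deg C flags inhibition of Vif-driven A3F-eYFP loss in stable HeLa A3F-eYFP/Vif cells seeded overnight beforehand.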
RXFP1 ag – RXFP1 (human) receptor agonism; actives 0.3% (n = 370,000); HEK293T-RXFP1 cAMP TR-FRET, 30 min; response scale: percent of porcine relaxin response, buffer zero; AID 2676; Potency, µM (highest dose often 57.5 µM), inactives show at the top dose activation, most hits filed as activators; note: % is set by controls: 0 for no effect and ±100 for the full control effect; nearly all actives have a fitted effect of over 60% in size; many of its hits are not listed in these tables
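HEK293 cells stably expressing RXFP1, treated 30 min at 37C with compounds plus PDE4 inhibitor Ro 20174; cAMP measured by HTRF TR-FRET. Normalized to buffer and 29 nM porcine relaxin; EC50 by Hill fit.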
ALOX12 inh – blocks human arachidonate 12S-lipoxygenase | purified 12hLO, xylenol orange hydroperoxide absorbance | Potency, µM (doses to about 108 µM), for inactives: at the highest dose activity change, negative = inhibition, usual class: inhibitors | actives 1.1% (n = 580,000); note: % is set by controls: 0 for no effect and ±100 for the full control effect
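Purified human 12hLO (150 nM final) in 25 mM Hepes, 0.01% Triton X-100, pH 7.0 was preincubated 15 min at room temperature with compound. Then 40 uM arachidonic acid was added, 30 min. Hydroperoxide was read by Fe-XO absorbance ratio 573/405 nm.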
Vif-APOBEC3G blk – inhibitors of Vif-APOBEC3G interaction; Potency, µM (top dose mostly 46.1 µM), inactives show at the highest dose activity, negative = active, usual class: inhibitors; Q9HC16; actives 0.076% (n = 410,000); HeLa A3G-eYFP + Vif (tagged APOBEC3G with the HIV-1 protein that degrades it), YFP fluorescence, overnight;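 note: % is set by controls: 0 for no effect and ±100 for the full control effect; nearly all actives have a fitted effect of over 60% in size; hits raise eYFP signal because A3G escapes Vif-driven loss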
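HeLa cells stably expressing Vif and C-terminally eYFP-tagged A3G, seeded overnight at 37 deg C, then exposed to compound by pintool overnight at 37 deg C. Rise in yellow fluorescence (Ex 488/Em 500-530, Acumen) marks blocked Vif-driven A3G degradation.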
TrxR1 inh – inhibitors of rat thioredoxin reductase 1 | O89049 | recombinant rTrxR1, NADPH fluorescence consumption, selenite substrate | Potency, µM (highest dose often 114 µM), inactives show at the top dose activity change, negative = inhibition, actives largely listed as inhibitors | actives 1% (n = 390,000) | AID 588453; note: % is set by controls: 0 for no effect and ±100 for the full control effect; nearly all actives have a fitted effect of over 65% in size
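Rat TrxR1 (90 nM in the dispensed reagent) was pre-reduced with 400 uM NADPH for 5 min at room temperature, then incubated with compound for 15 min. After 400 uM selenite was added, NADPH fluorescence (Ex 340/Em 450 nm) was followed for 8 min.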
RGS4 inhibitor – inhibitors of human regulator of G protein signaling 4; P49798; Transcreener GDP fluorescence polarization, RGS4-accelerated GTP hydrolysis; Potency, µM (series often up to 114 µM), for the others: at the top dose activity change, negative = inhibition, most hits filed as inhibitors; actives 0.039% (n = 390,000); AID 504845; note: % is set by controls: 0 for no effect and ±100 for the full control effect; nearly all actives have a fitted effect of over 75% in size; some results filed as inactive show a strong effect at the top dose
Target sequence (P49798 whole entry, looked up): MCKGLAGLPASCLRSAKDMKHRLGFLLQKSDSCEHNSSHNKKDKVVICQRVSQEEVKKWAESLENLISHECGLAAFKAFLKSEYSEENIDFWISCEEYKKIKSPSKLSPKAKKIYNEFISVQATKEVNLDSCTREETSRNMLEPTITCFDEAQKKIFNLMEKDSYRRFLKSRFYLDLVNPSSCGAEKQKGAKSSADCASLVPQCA
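MLSMR compounds (23 nl, pin-transferred) preincubated 10 min at room temperature with a 500nM (2x) first reagent, then RGS4 at 900nM (2x) plus Transcreener GDP mix added; fluorescence polarization (620/688 nm) read before and after 90 min at 30 °C.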
An asterisk follows results filed as active; ? = inconclusive; / = no result given; & = joins results of further samples; [ ] = remark or other dose. Calls come from the whole dose curve; as a rule, active = well fitted curve in the direction sought with a large enough effect; inconclusive = small, poorly fitted or top-dose-only effect, or another doubt; inactive = no such curve, though single readings can be large; an effect the other way counts as inactive or inconclusive. Potency is the fitted concentration of half-maximal effect. Not all compounds are listed; rates above refer to the full screens.

SMILES	TrxR1 substrate	USP1 inh	mIDH1 inhibitor	Vif-APOBEC3F blk	RXFP1 ag	ALOX12 inh	Vif-APOBEC3G blk	TrxR1 inh	RGS4 inhibitor
COc1ccc(C(C)=O)cc1CC(=O)Nc1ccc2c(c1)CCC2	3%	-7%	4%	3%	-2.0%	-19%	-5%	25%	11%
O=C(NC1CCN(S(=O)(=O)c2ccccc2)CC1)c1ccc(F)cc1	6%	-18%	9%	-1%	4.5%	?	3%	18%	0%
Cc1c(NC(=O)CSc2ccccc2C(=O)Nc2cccnc2)c(=O)n(-c2ccccc2)n1C	-1%	-18%	2%	2%	1.1%	0%	1%	-4%	-21%
CC(C)n1nnnc1SCC(=O)N1CCN(Cc2ccc3c(c2)OCCO3)CC1	8%	-7%	-1%	9%	0.0%	370%[activator]	2%	26%	10%
O=C(CN1C(=O)S/C(=C\c2ccccc2F)C1=O)NC1C=CS(=O)(=O)C1 (configuration not stated)	-11%	-18%	7%	6%	0.1%	-16%	1%	-14%	-27%
COc1ccccc1-n1c(-c2cccnc2)n[nH]c1=S	2%[57.1 µM]	-9%	2%	5%	0.8%	?	1%	-32%[57.1 µM]	1%
CCOc1ccc(-c2cc(N)n(S(=O)(=O)c3ccc(OC)cc3)n2)cc1	1%	-23%	16%	3%	-0.3%	-10%	-5%	10%	-10%
CCOc1ccc(/C=C/C(=O)c2ccccc2)cc1	-3%	?	-4%	-2%	2.0%	6%	-6%	0%[2.29 µM]	-6%
COc1ccccc1CNC(=O)CCC1N=C2c3ccccc3N=C(SCc3ccc(C)cc3C)N2C1=O (configuration not stated)	15%	-15%	-12%	3%	0.6%	-18%	-11%	33%	-12%
COC(=O)C1CCN(S(C)(=O)=O)CC1	-9%	-17%	8%	2%	3.2%	0%	0%	20%[57.1 µM]	1%[11.4 µM]
CCOc1ccccc1NC1=C(Cl)C(=O)N(Cc2ccccc2)C1=O	4%[57.1 µM]	-11%	-1%	-8%	0.4%	0%	-18%	-4%	7%[11.4 µM]
Cc1ccc2c3c(c(SCC(=O)Nc4nonc4C)nc2c1)CCCC3	4%	-6%	0%	0%	25%	-12%	-1%	5%	16%
C[C@@H]1CN([C@H](C)CO)C(=O)CCCn2cc(nn2)CO[C@H]1CN(C)C(=O)Nc1cccc(Oc2ccccn2)c1	/	-2%	21%	0%	/	-1%	1%	/	/
O=C(Nc1cc(C(F)(F)F)ccc1N1CCOCC1)c1ccc(Br)o1	11%	-10%	3%	0%	4.0%	1%	1%	4%	-5%
COC(=O)c1ccccc1NC(=O)CNC(=O)c1ccco1	9%[57.1 µM]	-2%	-4%	0%	0.5%	35%[activator]	2%	-12%	13%
CC12CCC(=O)N1C(C(=O)Nc1cc(C(F)(F)F)ccc1N1CCCCC1)CS2 (configuration not stated)	2%	-25%	0%	-5%	0.6%	?	-1%	12%	9%
O=C(O)CSc1nnc(CNc2ccc(Cl)cc2)n1Cc1ccccc1	9%[57.1 µM]	-16%	3%	6%	-0.7%	-2%	-18%	11%[57.1 µM]	?
Cc1ccc(-c2n[nH]c(=O)c3ccccc23)cc1S(=O)(=O)NCCN1CCOCC1	-8%	-17%	6%	3%	4.3%	12%	5%	-11%	9%
Cc1ccc(OCC(=O)Nc2cc(C(=O)O)cc(C(=O)O)c2)cc1C	2%	-13%	-9%	6%	2.0%	-2%	1%	24%[57.1 µM]	?
CCOC(=O)c1c(C)[nH]c(C(=O)OCC(=O)N(CC)c2c(N)n(Cc3ccccc3)c(=O)[nH]c2=O)c1C	-3%	-3%	0%	-10%	/	380%[activator]	-7%	6%	3%

Some of these compounds in order of the RGS4 inhibitor value, largest number first:
| Molecule | TrxR1 substrate | USP1 inh | ALOX12 inh | TrxR1 inh | RGS4 inhibitor |
| --- | --- | --- | --- | --- | --- |
| Cc1ccc2c3c(c(SCC(=O)Nc4nonc4C)nc2c1)CCCC3 | 4% | -6% | -12% | 5% | 16% |
| CC12CCC(=O)N1C(C(=O)Nc1cc(C(F)(F)F)ccc1N1CCCCC1)CS2 (configuration not stated) | 2% | -25% | ? | 12% | 9% |
| CCOC(=O)c1c(C)[nH]c(C(=O)OCC(=O)N(CC)c2c(N)n(Cc3ccccc3)c(=O)[nH]c2=O)c1C | -3% | -3% | 380%[activator] | 6% | 3% |

The results go on.
SMILES	TrxR1 substrate	USP1 inh	mIDH1 inhibitor	Vif-APOBEC3F blk	RXFP1 ag	ALOX12 inh	Vif-APOBEC3G blk	TrxR1 inh	RGS4 inhibitor
Cc1cc(C)nc(N2CCC(C(=O)NCC3CCCCC3)CC2)n1	5%	-26%	-1%	2%	9.3%	-11%	1%	33%	-24%
Cc1cc2ccccc2n1CCNC(=O)c1ccccc1F	-7%	-26%	0%	-1%	-0.4%	0%	1%	4%	15%
COc1ccc(S(=O)(=O)CCC(=O)Nc2cc(C)ccc2OC)cc1	3%	-21%	-5%	1%	-2.0%	-24%	-6%	-8%	-17%
COc1ccc(N(CC(=O)Nc2ccc(C(N)=O)cc2)S(=O)(=O)c2ccc(C)c([N+](=O)[O-])c2)cc1	3%	-17%	-1%	4%	1.7%	-30%	0%	3%[57.1 µM]	?
COc1ccccc1N1CCN(c2ccnc3cc(Cl)ccc23)CC1	6%	-20%	6%	-14%	0.9%	-9%	?	21%	15%
N#Cc1ccccc1NC(=O)COc1ccccc1C(=O)Nc1ccccc1	-8%&-1%	-3%	-4%	-15%	/	442%[activator]	-1%&-4%	-10%&10%	10%
O=C(CCN1C(=O)c2ccccc2C1=O)OCN1C(=O)c2ccccc2C1=O	7%[57.1 µM]	-3%	4%	-11%	0.4%	404%[activator]	1%	18%[57.1 µM]	-9%
Brc1ccc(C2=Nc3cccc4cccc(c34)N2)o1	-2%	?	10%	4%	-0.1%	?	0%	?	-38%
CCN(CC)C(=O)N1CCc2ccccc2C1CN1C(=O)c2ccccc2C1=O (configuration not stated)	1%	-11%	0%	9%	/	0%	3%	11%	-7%
Cc1nn(C)c2c1c(C(F)(F)F)cc(=O)n2C(C)C(=O)Nc1ccccc1F (configuration not stated)	6%[57.1 µM]	3%	17%	-3%	-0.4%	-9%	2%	-10%[57.1 µM]	9%
Cc1csc(=O)n1CC(=O)OCC(=O)Nc1cc(Cl)ccc1[N+](=O)[O-]	-10%	-14%	5%	-2%	0.1%	0%	0%	-8%	11%
CCOC(=O)c1sc2nc(C)nc(SC(C)C(=O)N(C)c3ccccc3)c2c1C (configuration not stated)	-9%	-12%	-10%	1%	11%	351%[activator]	-10%	-6%	-36%
CCCCc1ccc(NC(=S)Nc2ccc(Cl)c(S(=O)(=O)N(C)C)c2)cc1	-4%	-12%	5%	-16%	1.0%	45µM*	0%	-11%	-12%
Nc1c(-c2ccc(Cl)cc2)cnc2ncnn12	10%	-23%	19%	-8%	-0.7%	-14%	1%	24%	-19%
CNC(=S)N(Cc1ccco1)Cc1cc2cc(OC)c(OC)cc2[nH]c1=O	8%[57.1 µM]	-17%	5%	2%	-0.1%	-3%	0%	16%[57.1 µM]	-2%
C=CCNc1nc(Nc2ccc(OC)cc2OC)nc(OCC)n1	-2%	-12%	4%	-5%	2.0%	0%[57.4 µM]	-2%	8%	-11%
Cn1cc(S(=O)(=O)N2CCCCCC2)cc1C(=O)NCc1ccccc1Cl	-1%[57.1 µM]	-17%	19%	-1%	2.5%	-2%	1%	6%[57.1 µM]	5%
CCc1ccc(NC(=O)NC(C)c2ccc3c(c2)OCO3)cc1 (configuration not stated)	5%	-23%	3%	-1%	-1.5%	-3%	1%	20%	-2%
CCCOc1c(Br)cc(C(=O)OCC(=O)NC2CC2)cc1OC	3%	-17%	7%	1%	0.7%	17%	-1%	11%	-11%
O=C(NCCC1=CCCCC1)c1ccc2c(c1)N(Cc1ccccc1)C(=O)c1ccccc1S2(=O)=O	3%	13%	/	/	1.0%	-18%	/	31%	-12%
COC(=O)[C@H](CCSC)NC(=O)Cn1cc(C)c(=O)[nH]c1=O	1%	-17%	10%	9%	/	-2%	-1%	16%	6%
O=C(NC(=S)Nc1ccc(S(=O)(=O)N2CCCC2)cc1)c1cccs1	-7%	-3%	-1%	-17%	2.5%	?	0%	20µM*	-18%
COc1cc(C2Nc3ccccc3C(=O)N2Cc2ccccc2)ccc1OCc1ccccc1 (configuration not stated)	32%	/	/	/	/	/	1%	18%	8%
O=C(Cc1ccc(Cl)cc1)Nc1ccc(-c2nnc(-c3ccco3)o2)cc1	8%[57.1 µM]	-24%	-5%	-14%	1.8%	31%[activator]	?	9%[57.1 µM]	-14%
Cc1ccnc(NC(=O)CSc2ccc3c(c2)OCCO3)c1	-10%	-13%	4%	-3%	0.2%	-28%	-2%	6%	-29%
Cc1ccc(S(=O)(=O)NC2CCCC(C(=O)O)C2)cc1 (configuration not stated)	-2%	-20%	5%	0%	0.3%	35%[activator]	0%	6%	-28%
O=C(NC1CCCCCCC1)c1cccc(Cl)c1	-2%	-10%	-6%	-4%	-1.1%	-19%	0%	15%	-1%

Single entries from the list.
Under Vif-APOBEC3G blk, COC(=O)c1ccccc1NC(=O)CNC(=O)c1ccco1 reads 2%
Under RXFP1 ag, CCCOc1c(Br)cc(C(=O)OCC(=O)NC2CC2)cc1OC reads 0.7%
Under mIDH1 inhibitor, COc1ccc(N(CC(=O)Nc2ccc(C(N)=O)cc2)S(=O)(=O)c2ccc(C)c([N+](=O)[O-])c2)cc1 reads -1%
